Kir21 inh: blocks the mouse Kir2.1 inward-rectifier potassium channel | HEK293-Kir2.1, FluxOR thallium flux fluorescence; hits give low values | AID 1672 | P35561 | B-score at 10 µM | actives 0.85% (n = 310,000);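 active means fluorescence ratio B-score at or below minus 3 SD of library scores, with starting-brightness B-score within 2 SD, cut at about -4.2 in these data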;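 further: channel flux triggered by added potassium and thallium sulfate stimulus; B-score of peak minus minimum fluorescence over baseline after thallium stimulus; more negative B-score means stronger Kir2.1 block with less thallium influx; some compounds called inactive have numbers as strong as hits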
Target sequence (P35561 whole entry, looked up): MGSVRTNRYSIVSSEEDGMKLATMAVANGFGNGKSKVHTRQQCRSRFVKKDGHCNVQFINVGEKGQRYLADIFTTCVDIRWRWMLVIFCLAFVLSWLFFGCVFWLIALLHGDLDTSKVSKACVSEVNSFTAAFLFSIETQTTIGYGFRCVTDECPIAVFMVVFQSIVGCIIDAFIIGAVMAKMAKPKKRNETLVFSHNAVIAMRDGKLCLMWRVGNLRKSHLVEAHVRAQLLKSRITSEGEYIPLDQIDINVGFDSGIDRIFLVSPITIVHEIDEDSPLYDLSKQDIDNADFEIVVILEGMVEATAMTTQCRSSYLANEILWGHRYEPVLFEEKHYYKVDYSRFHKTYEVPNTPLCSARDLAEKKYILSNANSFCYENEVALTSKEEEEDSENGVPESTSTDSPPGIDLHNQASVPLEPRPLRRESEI
STK33 kinase inh: blocks human STK33 kinase activity. actives 0.073% (n = 320,000). Q9BYT3. purified STK33, MBP phosphorylation, ADP-Glo luminescence. inhibition, % at 10 µM;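 active means inhibition at or above 25%, using the most active replicate where run in duplicate; inactive means inhibition below 25%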
Target sequence (Q9BYT3 whole entry, looked up): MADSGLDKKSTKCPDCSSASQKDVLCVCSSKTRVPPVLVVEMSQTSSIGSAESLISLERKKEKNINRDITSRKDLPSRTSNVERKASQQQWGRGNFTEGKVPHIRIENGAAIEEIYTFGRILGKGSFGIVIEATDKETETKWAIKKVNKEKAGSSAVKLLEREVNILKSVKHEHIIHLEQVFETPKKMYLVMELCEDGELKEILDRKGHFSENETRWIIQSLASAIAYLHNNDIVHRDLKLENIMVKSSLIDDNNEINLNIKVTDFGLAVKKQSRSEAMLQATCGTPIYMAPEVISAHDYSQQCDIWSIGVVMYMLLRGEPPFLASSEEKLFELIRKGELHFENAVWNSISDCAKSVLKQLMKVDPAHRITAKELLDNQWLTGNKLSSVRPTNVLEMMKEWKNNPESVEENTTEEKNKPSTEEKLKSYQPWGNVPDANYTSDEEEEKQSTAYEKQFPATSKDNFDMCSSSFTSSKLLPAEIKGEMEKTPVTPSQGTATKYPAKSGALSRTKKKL
Starred values were filed as active, the others as inactive; / = not tested or not shown.

Order of values – Kir21 inh, STK33 kinase inh
> O=C(c1ccccc1Sc1c(Cl)cccc1[N+](=O)[O-])N1CCOCC1
    0.78, -3.8
> Cc1cccc(-n2c(O)c(/C=N/NC(=O)c3ccccc3Cl)c3ccccc3c2=O)n1
    -0.9, -0.7
> COC(=O)c1ccc(-c2csc(NC(=O)c3ccc(S(=O)(=O)N4CCc5ccccc5C4)cc3)n2)cc1
    1.4, -2.4
> Cc1ccc(NC(=O)c2cc(S(=O)(=O)N3CCOCC3)cs2)cc1
    0.98, -1.6
> CCn1cc([N+](=O)[O-])c(C(=O)NCc2ccc3c(c2)OCO3)n1
    -0.23, -0.1
> CN(C)C1(CNC(=O)Nc2ccccc2)CCCCC1
    0.06, -1.5
> CCCOC(=O)c1ccc(NC(=O)C2C3C=CC(O3)C2C(=O)O)cc1 (stereo not drawn)
    -0.11, 0.7
> NC(=O)N1CCCC1C(=O)Nc1ccc(Cl)c(Cl)c1 (stereo not drawn)
    0.85, 0.0
> O=S(=O)(/C=C/c1ccccc1)Nc1ccc(N2CCOCC2)cc1
    -0.92, -0.5
> O=C(Nc1cccc(Cl)c1)N1N=CCC1c1ccccc1 (stereo not drawn)
    -0.05, -0.6
> Cc1ccc(CN2C(=O)CCC2C(=O)NCCCN2CCCC(C)C2)cc1 (stereo not drawn)
    0.06, 6.8
> CO/N=C/CC(=O)c1cnc(-c2ccccc2)s1
    1.2, -0.7
> O=C(COc1ccc(Cl)cc1Cl)OCC(=O)c1ccc[nH]1
    /, 1.0
> COc1ccccc1NC(=O)c1cc(Sc2nncn2C)nc2ccccc12
    2.2, -2.7
> O=C(NC1CCc2ccccc21)C1CCN(S(=O)(=O)c2ccc(-n3cnnn3)cc2)CC1 (stereo not drawn)
    1.7, -0.5
> Cc1nc(SCC(=O)OCc2ccccc2)c2c(=O)n(C)c(=O)n(C)c2n1
    -1.1, -0.8
> CSc1ccc(/C=C(/NC(=O)c2ccccc2)C(=O)NCCCn2ccnc2)cc1
    -0.38, -0.8
> C[C@H](CO)N1C[C@H](C)[C@@H](CN(C)Cc2ccc(C(=O)O)cc2)Oc2c(NS(=O)(=O)c3ccc(F)cc3)cccc2C1=O
    /, 1.9
> O=c1c(/C=N\NS(=O)(=O)c2ccccc2)coc2ccc(Cl)cc12
    -2.4, 3.2
> CN(C)S(=O)(=O)c1cccc(NC(=O)/C=C/c2ccc(S(=O)(=O)N3CCOCC3)cc2)c1
    /, 0.3
> CC1CCCN(c2cc(N(C)CCO)c([N+](=O)[O-])c3nonc23)C1 (stereo not drawn)
    1.3, 0.8
> CCc1ccc(NC(=O)C(C)OC(=O)CN2C(=O)NC3(CCCC3)C2=O)cc1 (stereo not drawn)
    /, 0.5
> CCOC(=O)CSc1nnc(NCC(=O)OC)c(=O)[nH]1
    1.7, 1.1
> CCOC(=O)C(CC)(CC)C(=O)/C=C/c1ccc(Br)cc1
    -1.4, -0.7
> Cc1[nH]c(C)c(S(=O)(=O)NCc2ccc(N(C)C)cc2)c1C(=O)N1CCCC1
    0.62, -0.1
> CCOc1cc(C(=O)Nc2ccc(N3CCN(C(C)=O)CC3)cc2)cc(OCC)c1OCC
    -0.63, 0.5
> Cc1cc(NC(=NC2CC2)c2ccccc2F)n(-c2ccccc2)n1
    0.08, -1.2
> CC(C)c1ccc(C(O)c2nc3ccccc3n2C)cc1 (stereo not drawn)
    2.6, 0.3
> NS(=O)(=O)c1ccc(CCNC(=O)c2coc3ccccc3c2=O)cc1
    0.75, -0.2
> OC1CCN(c2ncnc3nc[nH]c23)CC1
    -0.01, 4.1
> COc1ccc(/C=N/OC(=O)Nc2ccccc2OC)cc1
    2.9, -1.6
> COC(CNC(=O)c1cn(C)c2ccc(S(=O)(=O)N3CCOCC3)cc2c1=O)OC
    0.01, -1.6
> Cc1cc(NS(=O)(=O)c2ccc(NC(=O)c3ccccc3F)cc2)no1
    /, -1.5
> CCc1nnc(NC(=O)c2ccc(S(=O)(=O)N(C)Cc3ccccc3)cc2)o1
    -0.03, -0.5
> O=C(Nc1ncc([N+](=O)[O-])s1)c1cccc([N+](=O)[O-])c1
    -2.8, 0.9
> COc1cccc(CNC(C)C(=O)Nc2ccc3c(c2)OCCO3)c1 (stereo not drawn)
    -0.13, -0.4
> CC(C)(C)OC(=O)NCCCC[C@H](NC(=O)c1nc[nH]c1C(=O)NCc1ccc(CNC(=O)OC(C)(C)C)cc1)C(=O)OC(C)(C)C
    -0.91, -0.4
> COc1ccccc1C(=O)COC(=O)c1ccccc1OCC(=O)Nc1ccc(SC(F)F)cc1
    1.4, -1.0
> O=C(CSc1ncn[nH]1)Nc1nnc(-c2ccccc2)s1
    0.36, 0.6
> Cn1cccc1/C=N/n1c(-c2ccco2)n[nH]c1=S
    -0.35, 0.4
> CC(C)(C)c1ccc(CNc2cc(N3CCOCC3)ccc2[N+](=O)[O-])cc1
    2.3, -0.7
> CCCc1cc(=O)oc2cc(OCC(=O)Nc3ccc(CN4CCOCC4)cc3)c(Cl)cc12
    -0.53, -0.6
> O=C(NC1CCCC1)c1cc(=O)[nH]c2ccccc12
    -0.66, -1.6
> O=C(Nc1ccc(F)cc1)c1ccccc1NC(=O)C1CC=CCC1C(=O)O (stereo not drawn)
    0.29, -0.5
> CC(=O)c1c(N2CCN(c3ccc(F)cc3)CC2)nc(=S)n(Cc2ccccc2)c1C
    -0.01, -2.1
> Nc1ncc(Br)cc1Br
    1.3, /
> CCC(C)NC(=O)C1CCN(C(=O)COc2ccc3c4c(c(=O)oc3c2C)CCCC4)CC1 (stereo not drawn)
    0.04, -1.0
> NCCN=C1NS(=O)(=O)c2ccccc21
    -0.33, -0.3
> CCOc1cc(C(=O)Nc2cc(C)ccc2C)ccc1OCC(=O)N1CCCCC1
    -0.57, -1.7
> Cc1cc(C)n(-c2nc3ccccc3nc2Nc2ccc3[nH]c(=O)[nH]c3c2)n1
    1.1, 0.2
> O=c1ccc(S(=O)(=O)N2CCCC2)c[nH]1
    /, -0.9
> COc1cccc(OC)c1C(=O)NC(C)CCc1ccccc1 (stereo not drawn)
    0.02, -1.7
> CC1=C(C(=O)Nc2ccccc2)C(c2cccc([N+](=O)[O-])c2)Nc2nc3ccccc3n21 (stereo not drawn)
    -0.05, 1.1
> Oc1ccc(Cc2ccc(Cl)cc2)c(O)c1
    1.6, 0.2
> S=C(Nc1ccccc1)N1CCn2c1nc1ccccc12
    0.84, -6.1
> C=CCN(Cc1nc(-c2ccccc2)no1)C(=O)c1ccoc1C
    0.85, -0.5
> COc1ccc(/C=N/NC(=O)c2ccn[nH]2)cc1CN1CCOCC1
    0.11, -0.9
> COc1cccc(CNC(=O)C2=C(C)C(=O)OC23CCC(C)CC3)c1 (stereo not drawn)
    -1.5, -1.4
> CC(Sc1ncn[nH]1)C(=O)Nc1ccc(Cl)cn1 (stereo not drawn)
    0.2, 0.0
> C=CCn1c(CNc2ccc(C)cc2)nnc1SCC(=O)N/N=C/c1ccc(O)cc1
    2.4, -3.7

Later entries:
Order of values – Kir21 inh, STK33 kinase inh
> O=C(OCCCCN1C(=O)c2ccccc2C1=O)c1ccc(S(=O)(=O)N2CCCC2)cc1
    0.91, -0.6
> Cc1cc(N2CCOCC2)nc2ccc(NC(=O)C3CCC(C)CC3)cc12 (stereo not drawn)
    -0.26, 1.2
> CCOC(=O)c1cc(C#N)c(SC)nc1C
    0.92, -0.1
> COC(=O)c1cccc(S(=O)(=O)N(Cc2ccco2)Cc2cc3cc(OC)c(OC)cc3[nH]c2=O)c1
    -0.04, -1.4
> O=c1c2cc(NC(=S)NC3CCN(Cc4ccccc4)CC3)ccc2nc2n1CCCCC2
    0.03, 0.8
> COCCNC(=O)C(C)OC(=O)c1nsc(Cl)c1Cl (stereo not drawn)
    -0.47, -1.4
> CN(/N=C/c1cc(Cl)cc(Cl)c1O)c1c(Cl)cccc1[N+](=O)[O-]
    1.4, -1.1
> N#C/C(=C/c1ccc(Br)s1)C(=O)NCCc1c[nH]c2ccccc12
    -0.48, -1.6
> CCOC(=O)Cc1csc(SCC(=O)NC2CCCCC2)n1
    -0.24, 0.7
> Cc1ccc(C(C)NC(=O)C2CCCO2)cc1C (stereo not drawn)
    -0.02, -1.1
> CCOC(=O)c1[nH]c(C)c(C(=O)OCC(=O)NCc2ccc(OC)c(OC)c2)c1C
    /, -0.9
> CC1(C(=O)NCc2ccc(Cl)c(Cl)c2)Oc2ccccc2NC1=O (stereo not drawn)
    0.55, 0.8
> C=CCN(C(=O)CCC(=O)Nc1cc(C)on1)C(C(=O)NC1CCCC1)c1ccc(CC)cc1 (stereo not drawn)
    0, 0.3
> C/C=C(\C)CN1CCN(c2ccccc2F)CC1
    0, -0.9
> CCCCC1=CC2=C(c3ccco3)C(=O)C(C)(OC(=O)c3ccc(OC)cc3)C(=O)C2=CN1CC(C)C (stereo not drawn)
    0.32, -0.9
> Cc1cccc(C)c1OCc1cc(C(=O)N2CCC[C@H]2C(N)=O)no1
    0.37, -1.8
> CNc1ccc(C(=O)OCC(=O)Nc2ccnn2C(C)C)cc1[N+](=O)[O-]
    /, -2.7
> CCOC(=O)CSc1nc2cc3c(cc2cc1C)OCO3
    -1.1, 2.8
> COc1ccc(CCNC(=O)CCC(=O)Nc2ccc3nc(N4CCN(C)CC4)cc(C)c3c2)cc1OC
    0.47, 0.3
> O=C(c1cccc(S(=O)(=O)NCc2ccc3c(c2)OCO3)c1)N1CCCC1
    /, -1.7

At a glance, 3 of the compounds above:
Order of values – Kir21 inh, STK33 kinase inh
> CCOC(=O)c1cc(C#N)c(SC)nc1C
    0.92, -0.1
> COC(=O)c1cccc(S(=O)(=O)N(Cc2ccco2)Cc2cc3cc(OC)c(OC)cc3[nH]c2=O)c1
    -0.04, -1.4
> O=c1c2cc(NC(=S)NC3CCN(Cc4ccccc4)CC3)ccc2nc2n1CCCCC2
    0.03, 0.8

More structures follow.
Order of values – Kir21 inh, STK33 kinase inh
> COc1cc(SC)ccc1C(=O)Nc1ncc(C)s1
    0.22, 1.3
> Cc1cc(NCCCN2CCOCC2)n2ncc(-c3ccc(Cl)cc3)c2n1
    0.43, 2.1
> COc1ccc(C(=O)Nc2cc(=O)n(C)c(=O)n2C)cc1
    0.27, -0.7
> CCOc1ccccc1N1CCN(C(=O)[C@@H]2CCCN2C2=NS(=O)(=O)c3ccccc32)CC1
    /, 0.7
> CC(OC(=O)c1cccc(-n2cnnn2)c1)C(=O)Nc1cccc(Cl)c1 (stereo not drawn)
    4.4, 0.1
> O=C(NCCN1CCCC1)c1ccc(Cl)cc1
    -0.63, -1.3
> COc1ccc(C(O)C(CN2CCOCC2)c2ccccc2)cc1F (stereo not drawn)
    -1.3, -1.1
> CCOc1ccc(CNC(=O)CCS(=O)(=O)Cc2cccc(Cl)c2)cc1OC
    -0.41, 0.9
> O=C(NN1C(=O)c2ccccc2NC1c1ccccn1)c1ccc(Br)cc1 (stereo not drawn)
    -2, -2.0
> Cc1ccc(/C=C(/C#N)C(=O)NC(=O)Oc2ccccc2)cc1
    -1.1, 0.5
> COc1ccc(-n2nc3c(N4CCC(C(=O)NCc5cccc(C)c5)CC4)nnc(C)c3c2C)cc1
    -2.9, -1.6
> Cn1c2c(c(=O)n3ncnc13)CCCC2
    -0.06, 0.6
> COc1ccc(C2CC(c3cccs3)=NN2C(=O)COC(=O)c2cncc(Br)c2)cc1OC (stereo not drawn)
    1.7, -1.0
> O=C(COC(=O)c1ccc(S(=O)(=O)N2CCCC2)cc1)Nc1ccc(F)cc1F
    0.25, -3.2
> CN(C)C(CNC(=O)c1cc(S(=O)(=O)N(C)c2ccccc2)ccc1Cl)c1cccs1 (stereo not drawn)
    -0.02, -0.7
> Cc1cc(/C=N/NC(=O)c2cccc([N+](=O)[O-])c2)c(C)n1-c1ccc(Cl)cc1Cl
    0.35, 1.8
> COc1ccc(-c2csc3nc(-c4ccccc4)oc(=O)c23)cc1OC
    0.36, -2.9
> CN(C)CCNC(=O)C(=O)NCC1OCCN1S(=O)(=O)c1ccc([N+](=O)[O-])cc1 (stereo not drawn)
    0, -3.6
> O=C1C(C=Nc2ccc(F)cc2)=C(O)c2ccccc21
    -1.3, 1.1
> CCc1cc2c(-c3ccccc3)cc(=O)oc2cc1OC(C)C(=O)O (stereo not drawn)
    2.2, -1.4
> COc1ccc(OC)c(/C=N/NC(=O)CCc2c(C)n[nH]c2C)c1
    0.03, -0.4
> Cc1cc(C(=O)OCC(=O)Nc2ccccc2C(F)(F)F)on1
    /, -0.4
> CCOc1ccc(N2C(=O)/C(=C/c3ccccn3)SC2=S)cc1
    -0.44, -0.7
> CCCCOC(=O)C1[C@H]2C(=O)N(CCc3ccccc3)C[C@]23C=C[C@H]1O3 (stereo partly drawn)
    2.2, 0.2
> CN1CCN(CC(=O)Nc2cccc(S(=O)(=O)N(C)c3ccccc3)c2)CC1
    /, -0.9
> CC(C)C(OC(=O)C1CCCO1)C(=O)NC1CCCC1 (stereo not drawn)
    -1.2, -0.5
> C(=NCCCN1CCOCC1)c1ccc2c(c1)OCO2
    0.31, -0.3
> CC1(C)O[C@@H]2[C@H](O1)[C@@H](COS(=O)(=O)O)O[C@H]2n1ccc(=O)[nH]c1=O
    /, -0.3

Profiles, quoted from the list. Values in the order: Kir21 inh | STK33 kinase inh
Entry for `CC(C)C(OC(=O)C1CCCO1)C(=O)NC1CCCC1` (stereo not drawn) = -1.2 | -0.5
Entry for `CN1CCN(CC(=O)Nc2cccc(S(=O)(=O)N(C)c3ccccc3)c2)CC1` = / | -0.9
Entry for `C(=NCCCN1CCOCC1)c1ccc2c(c1)OCO2` = 0.31 | -0.3
Entry for `CCOc1ccc(N2C(=O)/C(=C/c3ccccn3)SC2=S)cc1` = -0.44 | -0.7
Entry for `Cc1cc(C(=O)OCC(=O)Nc2ccccc2C(F)(F)F)on1` = / | -0.4
